# CHT PAM – human CHT allosteric activation. Q9GZV3. CHT-expressing cells, membrane potential dye, choline EC20; hits give high values; LV-AA mutant CHT in HEK293 cells. B-score at 10 µM. actives 0.49% (n = 310,000);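 active means initial fluorescence not abnormally high and integrated response B-score, plate-corrected, over 3 SD above library mean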
# Target sequence (Q9GZV3 whole entry, looked up): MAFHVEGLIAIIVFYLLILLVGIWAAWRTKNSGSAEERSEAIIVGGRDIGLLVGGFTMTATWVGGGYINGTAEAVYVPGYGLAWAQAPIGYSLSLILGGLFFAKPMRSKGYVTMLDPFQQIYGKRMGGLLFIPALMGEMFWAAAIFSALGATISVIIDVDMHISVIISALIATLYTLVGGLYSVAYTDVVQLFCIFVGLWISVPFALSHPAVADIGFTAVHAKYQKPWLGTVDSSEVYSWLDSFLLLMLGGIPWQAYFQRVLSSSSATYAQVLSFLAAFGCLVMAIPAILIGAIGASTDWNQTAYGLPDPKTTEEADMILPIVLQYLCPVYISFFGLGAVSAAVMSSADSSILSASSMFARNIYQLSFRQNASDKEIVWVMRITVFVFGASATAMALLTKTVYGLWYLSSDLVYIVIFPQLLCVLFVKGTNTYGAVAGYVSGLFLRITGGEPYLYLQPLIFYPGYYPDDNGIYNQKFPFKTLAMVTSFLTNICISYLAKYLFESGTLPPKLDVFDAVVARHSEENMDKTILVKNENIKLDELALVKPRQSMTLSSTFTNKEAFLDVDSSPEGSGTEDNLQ
# OX1R antagonist – antagonists of human orexin 1 receptor | actives 0.43% (n = 330,000) | O43613 | CHO/OX1R cells, Fluo-8 calcium fluorescence, orexin A | inhibition, % at 5 µM;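 active means inhibition above its plate's threshold, mean inhibition of all tested compounds on the plate plus 3 SD, cut at about 37% in these data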;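 further: 0% = orexin A challenge wells and 100% = SB-334867-A antagonist wells; not every result past the cut was called active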
# Target sequence (O43613 whole entry, looked up): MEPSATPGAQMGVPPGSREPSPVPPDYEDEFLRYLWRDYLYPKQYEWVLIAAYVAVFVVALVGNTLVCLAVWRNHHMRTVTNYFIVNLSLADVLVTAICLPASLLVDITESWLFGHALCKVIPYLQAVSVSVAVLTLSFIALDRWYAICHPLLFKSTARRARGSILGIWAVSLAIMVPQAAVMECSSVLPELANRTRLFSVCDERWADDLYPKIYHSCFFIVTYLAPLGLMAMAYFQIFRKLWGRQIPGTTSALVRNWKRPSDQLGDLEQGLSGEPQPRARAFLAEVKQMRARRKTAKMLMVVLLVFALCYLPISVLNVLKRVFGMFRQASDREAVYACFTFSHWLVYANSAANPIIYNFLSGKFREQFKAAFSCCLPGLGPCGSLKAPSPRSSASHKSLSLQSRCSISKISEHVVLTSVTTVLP
# * hit, by the source's call; i = inactive; . = no result given.
canonical_smiles | OX1R antagonist | CHT PAM
CCCCn1c(N)c(N(CC)C(=O)c2ccccc2F)c(=O)[nH]c1=O | 6.0 | i
O=C(NCCCN1CCOCC1)NC12CC3CC(CC(C3)C1)C2 | -0.6 | i
COc1ccccc1CNC(=O)C(=O)NCCC1CCCCN1S(=O)(=O)c1ccc(C)cc1 (configuration not stated) | -15.7 | i
N#CCc1ccccc1C(=O)OCC(=O)N(Cc1ccccc1)Cc1ccccc1 | 5.0 | .
COC(=O)C(CCSC)NC(=O)c1cc2c(n(-c3ccccc3)c1=O)CC(C)(C)CC2=O (configuration not stated) | -23.8 | i
CC(C)(C)OC(=O)N1CCC[C@@H]1CO | 2.7 | i
Nc1nc(NCc2ccccc2)nc(Nc2cccc(F)c2)c1[N+](=O)[O-] | -6.6 | i
Cc1cc(C)nc(NC(=O)CSc2nc3ccccc3s2)n1 | 43.1* | i
COc1ccc(NC(=O)Nc2cccc3c2O[C@H](CN(C)S(C)(=O)=O)[C@@H](C)CN([C@H](C)CO)C3=O)cc1 | -6.9 | .
O=C(NNC(=O)C1CCCO1)c1ccc(Cl)cc1 (configuration not stated) | 11.9 | i
COCCn1nnnc1C1(N(Cc2cc3cc(C)ccc3[nH]c2=O)CC2CCCO2)CCN(C)CC1 (configuration not stated) | -13.7 | i
CCc1ccc(CN2CCCC(C(=O)Nc3ccc(-c4cscn4)cc3)C2)o1 (configuration not stated) | 8.1 | i
S=C(NCCCCc1ccccc1)NCc1ccccc1 | . | i
C=CCn1c(C)cc(C(=O)COC(=O)C2CC(=O)N(CCc3ccc(OC)c(OC)c3)C2)c1C (configuration not stated) | -19.3 | i
COc1cc(S(=O)(=O)N2CCOCC2)ccc1NC(=O)CN1c2cccc3cccc(c23)S1(=O)=O | -13.8 | i
CNC(=O)c1c(Cl)cnn1-c1ccc(F)cc1 | -19.0 | i
CCOC(=O)c1cnc2c(CC)cccc2c1NCCN1CCOCC1 | -24.6 | i
O=C(O)CN1C(=O)c2cccc(Oc3ccc(Cl)cc3)c2C1=O | -3.3 | i
COc1ccc(-c2nn(Cc3ccccc3)cc2C(=O)N2CCN(c3ccccn3)CC2)cc1OC | -28.0 | .
CC[C@]12c3[nH]c4cc(-c5ccco5)ccc4c3CCN1C(=O)[C@@H](CC(=O)NCCCOC)C[C@@H]2C(=O)N1CCN(C(=O)c2ccco2)CC1 | -7.7 | .
COC1CCN(C(=O)c2ccc3oc(Cc4ccc(Cl)cc4)nc3c2)CC1 | -26.0 | i
NC(=O)/C(=C/c1ccco1)C(N)=S | -4.5 | i
Cc1nnc2n1N=C(c1ccc3c(c1)NC(=O)CO3)CS2 | -7.5 | i
COc1ccc(S(=O)(=O)N2CCC(C(=O)NCCc3c[nH]c4ccccc34)CC2)cc1 | 4.3 | i
O=C(COC(=O)CCC(=O)c1cccs1)Nc1ccc(Cl)cn1 | -2.3 | i
O=c1c2ccccc2n(CC(O)CN2CCCCC2)c2ccccc12 (configuration not stated) | -11.9 | 6.27*
CCN(CC)S(=O)(=O)c1cc(NC(=O)CNc2cccc(S(=O)(=O)N3CCCC3)c2)ccc1C | 30.0 | i
COc1cccc(N2C(=O)Nc3ccc(Br)cc3C2(O)C(=O)NCCCN(C)C)c1 (configuration not stated) | -14.9 | i
O=C(Nc1ccccc1SCC1CSc2nc3ccccc3c(=O)n21)c1ccccc1Cl (configuration not stated) | -16.9 | i
CSc1nc2ccc(NC(=O)C3=NNC(=O)CC3)cc2s1 | -27.1 | i
COc1ccc(OC(=O)COc2cccc(C)c2)cc1 | -9.8 | i
CCn1c(NC(=O)C(C)C)c(-c2ccccc2)c(=O)c2ccccc21 | -20.0 | i
COc1cccc(NC(=O)c2cc(CN3C(=O)c4ccccc4C3=O)ccc2OC)c1 | -3.5 | i
C=CCn1c(O)c(N=NC(=O)CNC(=O)Cc2ccccc2)c2ccccc21 | -16.4 | i
COc1ccc(-c2csc3ncnc(N4CCN(CCO)CC4)c23)cc1 | -27.6 | i
CC(=O)c1cccc(NC(=O)CCOc2ccccc2)c1 | -16.6 | i
CN(C)NC(=S)NC(=O)C12CC3CC(CC(C3)C1)C2 | -9.4 | i
COc1cc2nc(CN3CCC(Cc4ccccc4)CC3)[nH]c(=O)c2cc1OC | 3.1 | i
CCCNC(=O)c1ccc2c(=O)c(O)c(C)[nH]c2c1 | 5.0 | i
Nc1nc(Cl)cc(Oc2ccc([N+](=O)[O-])cc2)n1 | -8.0 | i
CCOC(=O)N1CCC(NC(=O)C2=CCN(S(=O)(=O)c3ccc(F)cc3)CC2)CC1 | -31.9 | i
C=CCN(CC=C)C(=O)CN1C(=O)c2ccccc2C1=O | -5.5 | i
CC1CC(C)(C)NC(=S)N1CCCC(=O)Nc1ccc(F)c(F)c1 (configuration not stated) | -19.2 | i
O=C1c2sc3nc4c(c(=O)n3c2C(=O)N1c1ccccc1)CCC4 | -18.9 | i
CN(C)CCSc1nc(-c2ccccc2)nc2c1COC(C)(C)C2 | -17.2 | i

# Whole records from above. Screens in order: OX1R antagonist, CHT PAM
# Results for C=CCn1c(O)c(N=NC(=O)CNC(=O)Cc2ccccc2)c2ccccc21 = -16.4, i
# Results for COC1CCN(C(=O)c2ccc3oc(Cc4ccc(Cl)cc4)nc3c2)CC1 = -26.0, i

# Next entries
canonical_smiles | OX1R antagonist | CHT PAM
COc1ccc(NC(=S)Nc2ccc(C)c(Cl)c2)cc1OC | -12.6 | i
Cn1c(=O)c(Cc2ccccc2)c(O)c2ccccc21 | -12.6 | i
CCOc1ccc(OCc2ccc(C(=O)N3N=C(C(F)F)CC3(O)C(F)F)o2)cc1 (configuration not stated) | -3.6 | i
O=NN(CCc1ccncc1)c1ccc(OCc2ccccc2)cc1 | 38.3* | i
CC1CN(C(c2ccco2)c2sc3ncnn3c2O)CC(C)O1 (configuration not stated) | -5.9 | i
O=C(N/N=C/c1cccc(OC(=O)c2cccc(Br)c2)c1)c1ccncc1 | -12.9 | i
C=CCOC(=O)C1=C[C@@H](C2CCCCC2)C[C@@H](OCc2ccc(CO)cc2)O1 | -9.4 | i
CCNC(=S)NC1CC2CCCC(C1)N2CCc1ccccc1 (configuration not stated) | -16.0 | i
COc1ccc(N2CCN(c3ccc(N4C(=O)COCC4=O)cc3[N+](=O)[O-])CC2)cc1 | 9.0 | i
CC1CCc2sc3ncn4nc(C(=O)NCc5ccco5)nc4c3c2C1 (configuration not stated) | -6.1 | i
COc1ccc(S(=O)(=O)n2c(CCN3CCOCC3)nc3ccccc32)cc1 | -34.1 | i
CC(=O)N1CCCc2cc(S(=O)(=O)NC(C(=O)NC3CCCCC3)C(C)C)ccc21 (configuration not stated) | -17.9 | i
CCc1ccc(NC(=O)C2CCCN(S(=O)(=O)c3cnc[nH]3)C2)cc1 (configuration not stated) | -7.5 | i
Cc1ccc(/C=N/NC(=O)CSc2nc3ccccc3s2)o1 | -19.2 | i
CC(C)(C)N(C=C(Cl)Cl)C(=O)NC1CCCCC1 | 9.7 | i
CS(=O)(=O)CCSc1ncccc1C(=O)NCc1cccs1 | -2.0 | i
COC(=O)[C@@]12CCCCN1[C@H](c1ccc(-c3ccc(F)cc3)cc1)[C@@H]1C(=O)N(C)C(=O)[C@@H]12 | -41.5 | i
S=C1NC2(CCCC2)Nc2ccccc21 | 13.1 | i
COc1cc(NC(=O)CSCc2ccc(Cl)cc2)c(C(=O)O)cc1OC | 2.6 | i
CCOc1cc(/C=N/O)ccc1OCc1ccc(C)cc1 | -7.1 | i
CCOc1ccc(-c2csc(/C(C#N)=C\c3ccc(O)c([N+](=O)[O-])c3)n2)cc1 | -3.7 | i
COc1cc(OC)cc(C(=O)NCC(=O)OCC(=O)NCc2ccco2)c1 | -8.6 | .
CC[C@@]1(O)C(=O)OCc2c1cc1n(c2=O)Cc2cc3c(N)cccc3nc2-1 | -10.9 | i
CN(C)S(=O)(=O)c1ccc(N2CCCC2)c(C(=O)NNC(=O)COc2cccc(F)c2)c1 | -24.0 | .
CCOc1ccc(OCCC(=O)OCC(=O)Nc2cc(C)nn2-c2ccccc2)cc1 | -29.0 | i
Cc1ccc(NC(=O)C2CCCN(S(=O)(=O)c3cccnc3)C2)cc1C (configuration not stated) | -25.0 | i
Cc1ccccc1OCC(=O)N/N=C1\SCC(=O)N1Cc1ccccc1 | -29.7 | i
Cc1ccnc(NC(=S)NC(=O)/C=C/c2ccc(Cl)cc2)c1 | 7.4 | i
COc1ccc(CN2CCN(C3CCSCC3)CC2CCO)c(C)c1C (configuration not stated) | -12.8 | i
CCC(CC)NC(=O)COC(=O)c1cc(SC)ccc1Cl | -32.1 | i
Cc1ccc(C(=O)NCCc2n[nH]c(=S)n2C)cc1 | -3.2 | i
C=C1c2ccccc2NC(=O)N1c1ccc(C)cc1 | -18.4 | i
O=C(Nc1cccc(-c2nc3ncccc3o2)c1)c1ccccc1 | -10.2 | i
CN1CCN(/N=C/c2ccc(N(C)c3ccccc3)cc2)CC1 | -3.3 | i
Cc1cc2c(=O)n(CC(=O)NCC(=O)Nc3ccc(C(C)C)cc3)cnc2s1 | -19.9 | i
COc1ccc(-c2oc3ccc(N4CCOCC4)cc3c2/C=C/c2ccc(OC)c(OC)c2)cc1 | -20.6 | i
COc1ccc(NC(=O)CCCC(=O)c2ccccc2)cc1 | -10.2 | i
COc1ccc(CNC(=O)Cn2nc([N+](=O)[O-])c(Br)c2C)cc1OC | -5.1 | i
Cc1ccc(CC(NC(=O)c2ccccc2)C(=O)N2CCCC2C(=O)O)cc1 (configuration not stated) | 0.7 | i
Cc1ccc(C(=O)N(CC(=O)NC2CCCC2)c2cccc(F)c2)s1 | -16.5 | i
CCOC(=O)c1csc(CCNC(=O)c2oc3c(Cl)cc(C)cc3c2C)n1 | -12.9 | i
O=C(COc1ccc([N+](=O)[O-])cc1)NCCC1=CCCCC1 | -27.0 | i
Cn1c(=O)n(Cc2ccccc2Br)c2ccccc21 | -21.0 | i
CCN(c1ccccc1)S(=O)(=O)c1nnc(NC(=O)C(C)C)s1 | -10.0 | i
Cc1ccc(NC(=O)c2sc(Cl)nc2-c2ccccc2)cc1C | -23.1 | i
CCOC(=O)c1c(C)[nH]c(C)c1C(=O)COC(=O)/C=C/c1ccccc1[N+](=O)[O-] | 27.4 | .
Cc1cccc(C)c1NC(=O)C(Cl)C(=O)c1ccccc1 (configuration not stated) | -2.3 | i
O=C(N[C@@H](Cc1ccccc1)C(=O)N1CCN(S(=O)(=O)c2ccccc2F)CC1)c1ccco1 | -11.9 | .
COCCn1c(SCc2csc(-c3ccccc3)n2)nc2ccccc21 | -13.9 | i
COCCNC(=O)Cn1c(=O)n(Cc2ccc(C(=O)NCc3ccco3)cc2)c(=O)c2ccccc21 | -8.2 | i
COc1cccc(CN(Cc2cccnc2)S(=O)(=O)c2ccc(-n3cnnn3)c(C)c2)c1OC | -8.2 | i
COCCNC(=O)c1cc(S(=O)(=O)N2CCCCC2)ccc1N1CCOCC1 | -4.1 | i
O=C(COc1ccc2ccccc2c1Br)Nc1ccncc1 | 12.6 | i
O=C(O)CC1c2ccccc2CCN1S(=O)(=O)c1cccs1 (configuration not stated) | -3.8 | i
CN1C(=O)c2cccc3c(S(=O)(=O)Nc4ccccc4F)ccc1c23 | -29.4 | i
Cc1nc(CC(C)C)cc(C(=O)N2CCCC(CNS(=O)(=O)c3cccs3)C2)n1 (configuration not stated) | -11.7 | i
CCOc1ccc(CNC(=O)CCCc2cn(C)c3ccccc23)cc1 | . | i
CC1(C)NC(=O)N(CC(O)Cn2c3ccccc3c3ccccc32)C1=O (configuration not stated) | -21.3 | i
CCCCOC(=O)Cn1c(=O)n(CC(=O)OCCCC)c2ccccc21 | -23.4 | i
Cn1c(SCC2CCCCC2)nnc1-c1ccncc1 | -22.8 | i

# The list goes on:
canonical_smiles | OX1R antagonist | CHT PAM
COc1ccc(-c2noc(CCC(=O)NCCCN3CCN(c4ccc(F)cc4)CC3)n2)cc1 | -15.9 | i
CN(C)c1ccc(/C=N/NC(=O)c2ccc(-n3cnnn3)cc2)cc1 | -9.8 | .
COc1ccc(C(CNC(=O)c2cc(S(=O)(=O)NCc3ccco3)ccc2C)N(C)C)cc1 (configuration not stated) | -26.2 | .
COc1ccc(C(=O)N/N=C2\CCS(=O)(=O)c3ccc(F)cc32)cc1OC | -9.3 | i
COc1ccc(OC)c(NC(=O)CSc2nnc(C3CCCCC3)n2N)c1 | -23.8 | i
O=S(=O)([N-]c1nc2ccccc2nc1-n1cc[n+](Cc2ccccc2)c1)c1ccccc1 | -16.9 | i
COc1cc(C(=O)OCC(=O)Nc2ccc(C(C)=O)cc2)ccc1OCC(=O)N1CCOCC1 | -8.8 | i
CN1CCc2nc(SCc3ccc(C(C)(C)C)cc3)c(C#N)cc2C1 | -34.3 | i
Cc1cc(NC(=O)C(C)C)ncc1NC(=O)c1ccco1 | -2.3 | i
COc1cccc(CNC(=O)C(=O)NCCC2CCCCN2S(=O)(=O)c2cccs2)c1 (configuration not stated) | -27.7 | i
Cc1nc2cc(C(=O)N3CCc4ccccc43)ccc2n1-c1ccc(F)c(F)c1 | -20.1 | i
CSCCC(NC(=O)c1ccco1)C(=O)N(C)CC(=O)Nc1c(Cl)cccc1Cl (configuration not stated) | -21.1 | i
O=C(c1cc(-c2cccc(Cl)c2)on1)N1CCOCC1 | 5.0 | i
COc1ccccc1NC(=O)CNS(=O)(=O)c1ccccc1 | -18.2 | i
O=C(CSc1ccc(-c2ccccc2)nn1)Nc1ccc2c(c1)OCCO2 | -3.0 | i
CCSc1nc(-c2ccccc2)nc(C(Cl)Cl)n1 | -19.1 | i
CC(=O)c1ccc(N2CCCCCC2)c(F)c1 | -24.1 | i
Cc1cc(=O)oc2cc(NC(=O)c3ccc(OC(F)F)cc3)ccc12 | -12.5 | i

# Exported with values under each structure: 2 of the compounds above.
# The line under a structure holds: OX1R antagonist | CHT PAM
- COc1ccc(-c2noc(CCC(=O)NCCCN3CCN(c4ccc(F)cc4)CC3)n2)cc1
→ -15.9 | i
- CN(C)c1ccc(/C=N/NC(=O)c2ccc(-n3cnnn3)cc2)cc1
→ -9.8 | .

# Assay outcomes as filed in PubChem BioAssay.
